Screening data: PubChem BioAssay, The Scripps Research Institute Molecular Screening Center
ASAP1 inh: ASAP1 ArfGAP inhibition | Q9ULH1 | ASAP1-stimulated ARF1 GTP hydrolysis, GDP FP detection | inhibition, % at 16.5 µM | 0.19% of 360,000 active | AID 624377; in the data active = inhibition above about 25%;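 also: 0% = vehicle with enzyme and substrate and 100% = no enzyme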
PLC-gamma1 inh: PLC-gamma1 (human) inhibition, primary screen; inhibition, % at 12.2 µM; purified PLC-gamma1, fluorogenic substrate, fluorescence; 0.84% of 370,000 active; P19174; in the data active = inhibition above about 9.5%
ADAM17 inh: ADAM17 inhibition, QFRET primary screen. inhibition, % at 6.95 µM. P78536. AID 720648. 0.83% of 370,000 active. recombinant ADAM17, EDANS/DABCYL FRET peptide cleavage;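 active = inhibition above the mean of compounds lying between control limits plus 3 SD, set per campaign, cut at about 8.5% in these data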;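 also: 0% = DMSO-only wells as the low control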
ADAM10 inh: inhibitors of human ADAM10; O14672; recombinant ADAM10, EDANS/DABCYL FRET peptide cleavage, 3 h; inhibition, % at 7 µM; 0.62% of 370,000 active;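 active = inhibition above a per-campaign cutoff equal to the mean of compounds falling between control-based bounds plus 3 SD, cut at about 20% in these data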;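 also: 0% = DMSO wells while the 100% control is not disclosed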
Target sequence (O14672 214-748 limits assumed): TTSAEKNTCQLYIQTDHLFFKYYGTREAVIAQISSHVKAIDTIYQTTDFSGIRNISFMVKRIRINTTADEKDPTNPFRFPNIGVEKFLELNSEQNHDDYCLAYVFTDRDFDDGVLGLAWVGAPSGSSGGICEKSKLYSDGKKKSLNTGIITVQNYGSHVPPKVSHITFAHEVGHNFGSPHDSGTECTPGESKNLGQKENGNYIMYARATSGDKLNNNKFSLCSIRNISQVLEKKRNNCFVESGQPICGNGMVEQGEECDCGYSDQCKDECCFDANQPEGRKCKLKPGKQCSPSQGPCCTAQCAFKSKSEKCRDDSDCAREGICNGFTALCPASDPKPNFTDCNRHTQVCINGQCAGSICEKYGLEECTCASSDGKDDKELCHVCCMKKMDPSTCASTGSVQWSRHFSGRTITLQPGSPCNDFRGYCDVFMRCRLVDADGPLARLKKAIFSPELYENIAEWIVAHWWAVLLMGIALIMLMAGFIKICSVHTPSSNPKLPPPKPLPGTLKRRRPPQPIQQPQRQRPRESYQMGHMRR
DDE Tn7 FP inh: disrupts Tn7 cyclic peptide binding to fibrin D-Dimer-E complex; P02675; FP displacement of FITC-Tn7 peptide from fibrin DD(E); 0% = median of compound wells per plate; inhibition, % at 8.3 µM; 0.13% of 370,000 active; AID 720508;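 active = inhibition above the mean of compounds falling within the control limits plus 3 SD of them, cut at about 14% in these data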;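 also: 0% = plate median of compound wells and 100% = 10 µM Aha-Tn7 peptide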
Target sequence (P02675 whole entry, looked up): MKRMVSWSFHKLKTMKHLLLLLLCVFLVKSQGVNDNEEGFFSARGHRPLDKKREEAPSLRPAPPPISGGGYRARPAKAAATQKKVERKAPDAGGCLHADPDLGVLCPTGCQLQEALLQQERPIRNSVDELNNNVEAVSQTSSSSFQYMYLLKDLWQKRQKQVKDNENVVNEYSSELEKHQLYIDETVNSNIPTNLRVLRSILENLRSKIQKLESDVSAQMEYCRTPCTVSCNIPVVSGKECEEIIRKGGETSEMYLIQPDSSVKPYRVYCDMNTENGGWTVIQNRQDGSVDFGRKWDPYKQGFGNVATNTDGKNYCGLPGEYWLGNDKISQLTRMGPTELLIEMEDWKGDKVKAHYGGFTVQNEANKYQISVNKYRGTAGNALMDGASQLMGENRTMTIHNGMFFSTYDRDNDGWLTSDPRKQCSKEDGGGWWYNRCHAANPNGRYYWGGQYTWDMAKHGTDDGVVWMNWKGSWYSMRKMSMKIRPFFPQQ
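assay system = human clot-derived fibrin DD(E) complex | quantity = Fibrin-DD(E) at 2 µM final | timing = 10 min preincubation, 3 h with tracer, room temperature | signal = fluorescence polarization | measure = percent inhibition | benchmarks = high control wells with 10 µM unlabelled Aha-Tn7 peptide (full inhibition) | replicates = singlicate testing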
TDP2 absorb: TDP2 (human) inhibition, absorbance primary screen | O95551 | recombinant TDP2, T5PNP hydrolysis, p-nitrophenol absorbance 415 nm | inhibition, % at 12.8 µM | 0.34% of 370,000 active | AID 720702;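 active = inhibition above the mean of all tested compounds plus 3 SD, set per campaign, cut at about 25% in these data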;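 also: 0% = DMSO with enzyme and 100% = buffer with substrate but no TDP2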
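Assay system: Recombinant human TDP2 | Quantity: 120 nM TDP2 per well | Incubation: 2 h at 37 °C | Signal: Epi absorbance | Evaluation: Percent inhibition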
LEDGF integ inh: blocks HIV-1 LEDGF/p75-dependent DNA integration; 0.64% of 370,000 active; inhibition, % at 3.7 µM; TR-FRET IN-LEDGF/p75 DNA integration, Eu/Cy5;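 active = inhibition above the screen-wide mean plus 3 SD, cut at about 13% in these data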;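 also: signal is the Cy5 over europium emission ratio at 671 and 618 nm; 0% = plate median of compound wells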
KLK7 zymogen act: activates the human kallikrein-7 zymogen; AID 652039; purified proKLK7, EDANS-DABCYL substrate fluorescence; 100% is mature enzyme control, 0% vehicle; activation, % at 7 µM; P49862; 0.9% of 370,000 active;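 active = activation above the mean of all tested compounds plus 3 SD, computed per campaign excluding outliers beyond control limits, cut at about 13% in these data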
ARFGAP1 inhibitor: inhibitors of rat ARFGAP1. AID 651572. inhibition, % at 16.5 µM. Arfgap1-stimulated ARF1 GTP hydrolysis, GDP FP detection. 0.26% of 360,000 active;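 active = inhibition above a per-plate limit, mean inhibition of low control wells plus 3 SD, cut at about 25% in these data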;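 also: 0% = DMSO wells with enzyme and 100% = wells lacking Arfgap1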
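Material: rat Arfgap1 catalytic domain, aa 1-136; also added: human ARF1(Δ1-17)-GTP substrate; compound dosing: one concentration, 16.5 µM, DMSO 1.26%; incubation: GTP hydrolysis reaction 2 h at 25 °C; measured by: Tracer-displacement fluorescence polarization with EDTA stop, 620/688 nm; evaluation: % inhibition from polarization; repeats: one replicate per compound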
Tn6 DDE FP: DD(E)-Tn6 binding inhibition, primary FP screen; P02675; Fibrin DD(E) TRITC-Tn6 fluorescence polarization displacement; inhibition, % at 8.3 µM; 0.21% of 370,000 active;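 active = inhibition above a per-campaign cutoff: mean of compounds within control limits plus 3 SD, cut at about 15% in these data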;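 also: 0% = median of all compound wells on the plate and 100% = blocking peptide control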
* hit, by the source's call; i = inactive; . = no result given.

SMILES	ASAP1 inh	PLC-gamma1 inh	ADAM17 inh	ADAM10 inh	DDE Tn7 FP inh	TDP2 absorb	LEDGF integ inh	KLK7 zymogen act	ARFGAP1 inhibitor	Tn6 DDE FP
O=C(c1ccccc1)N1CCN(c2ccc([N+](=O)[O-])c(N3CCOCC3)c2)CC1	1	1	-3	0	2	-1	2	-0.1	6	1
COc1cc2c(cc1OC)C(c1ccc([N+](=O)[O-])cc1)NCC2 (centres undefined)	16	-3	-4	11	5	-18	-2	-0.3	7	-3
CC(C)(C)c1ccc(CC(=O)N2CCC2(C)C(=O)NS(=O)(=O)Cc2ccccc2)cc1 (centres undefined)	7	-3	-1	0	-10	7	1	-0.6	4	1
Cc1[nH]c2ccccc2c1C1(O)C(=O)N(Cc2ccc3c(c2)OCO3)c2ccccc21 (centres undefined)	1	-20	-2	-8	1	8	3	1.6	0	10
Cc1ccc(CNC(=O)/C=C/c2cccs2)cc1	-5	2	1	0	-3	-1	25*	-0.4	10	-5
COc1ccc(F)cc1CN1CCN(C(=O)CCC(=O)Nc2nnc(C3CCCCC3)s2)CC1	-3	3	0	-3	7	6	0	0.6	-7	0
CC(=O)c1cn(CCOc2ccccc2C)c2ccccc12	12	-1	3	3	6	-8	-1	0.1	-1	4
NNC(=S)Nc1ccccc1Cl	-13	1	0	2	2	12	2	-0.7	0	-2
O=C(NCCc1nc2ccccc2[nH]1)c1ccco1	4	0	-4	-2	3	-3	-4	-0.3	-3	-5
Cc1cc(N/N=C/c2ccc(O)c(C)c2O)nc(-c2ccccc2O)n1	18	-284	1	-6	-10	-5	5	-126	7	-14
Cc1ccc(C)c(N2CCN(C(=O)C3CCCCN3S(=O)(=O)c3ccc(F)cc3)CC2)c1 (centres undefined)	-13	3	3	7	-9	-10	4	0.6	-11	-1
CCOC(=O)c1cnn(-c2nc(-c3ccccc3)cs2)c1C(F)(F)F	2	-72	-7	-18	3	1	-2	-3.2	-3	-9
COc1ccc2nc(SCCN(C)C)[nH]c2c1	3	3	-4	2	-2	-1	-1	0.1	3	-2
CC(C)CN(C(=O)CN1CCN(c2ccccc2O)CC1)c1c(N)n(CC(C)C)c(=O)[nH]c1=O	-10	-2	-3	-9	4	-8	-2	0.8	0	-1
Cc1ccc(COc2ccc(Br)cc2/C=N/O)cc1	-5	-4	8.8*	17	2	1	3	0.1	-6	-6

An excerpt from above in order of length of the SMILES, falling.
SMILES	ASAP1 inh	PLC-gamma1 inh	ADAM17 inh	ADAM10 inh	DDE Tn7 FP inh	TDP2 absorb	LEDGF integ inh	KLK7 zymogen act	ARFGAP1 inhibitor	Tn6 DDE FP
Cc1ccc(COc2ccc(Br)cc2/C=N/O)cc1	-5	-4	8.8*	17	2	1	3	0.1	-6	-6
Cc1ccc(CNC(=O)/C=C/c2cccs2)cc1	-5	2	1	0	-3	-1	25*	-0.4	10	-5
COc1ccc2nc(SCCN(C)C)[nH]c2c1	3	3	-4	2	-2	-1	-1	0.1	3	-2

Carrying on.
SMILES	ASAP1 inh	PLC-gamma1 inh	ADAM17 inh	ADAM10 inh	DDE Tn7 FP inh	TDP2 absorb	LEDGF integ inh	KLK7 zymogen act	ARFGAP1 inhibitor	Tn6 DDE FP
O=C(CSc1n[nH]c(-c2cccs2)n1)N1CCCCC1	11	4	-4	-1	-1	-7	6	-0.4	-3	-1
CCn1c(SCC(=O)NC(=O)NC(C)(C)C)nc2ccccc21	-6	-2	-1	7	2	-12	-3	0.8	-5	1
CC1(c2nnnn2Cc2ccccc2)CCC(=O)N1CCc1c[nH]c2ccccc12 (centres undefined)	3	1	-1	0	5	0	-3	0.7	3	4
COc1ccc(Cn2c(=O)[nH]c3cc(C(=O)NCCCN4CCCC4)ccc3c2=O)cc1	-1	-17	-6	-26	-1	9	2	-8.2	4	-2
CCOc1cc(/C=N/Nc2nc(=O)[nH]nc2C)ccc1O	-7	2	1	0	-4	-3	-3	-0.6	0	-1
Cc1ccc(/C=N\NC(=O)CCc2n[nH]c(=O)[nH]c2=O)o1	-4	-2	-3	1	2	3	0	-0.6	-2	10
CCOc1ccc(CCNC(=O)COC(=O)Cn2cnc3ccccc3c2=O)cc1OCC	-6	4	-2	1	-3	-7	6	-0.3	-3	-12
CS(=O)(=O)N(CC(=O)NCc1ccco1)Cc1ccc(Cl)cc1	5	-3	-5	0	3	-3	3	0.4	9	5
COc1ccccc1C1CC(c2ccc(NS(C)(=O)=O)cc2)=NN1C(=O)c1ccccc1 (centres undefined)	11	-13	1	-4	1	2	-2	-1.1	5	1
O=C(NC[C@@H]1CC[C@@H](Cc2ccc(-c3ccccc3)cc2)O1)Nc1ccc(Br)cc1	14	1	-1	-6	-3	4	0	-0.1	9	-1
O=C(NCc1ccc(C(=O)NCC2CCCO2)cc1)c1cccc(Br)c1 (centres undefined)	.	0	-3	-12	2	1	0	0.4	.	5
Cc1ccc([N+](=O)[O-])c(OCCn2cnc3ccccc32)c1	-10	3	-4	4	3	6	1	-0.5	-8	0
CC(=O)Nc1cccc(NC(=O)CSc2nnc3ccc(-c4ccncc4)nn23)c1	8	-4	-5	1	-7	-11	3	0.2	10	0
CCN1C(=O)[C@H]2[C@H]3CN=C(SCc4ccccc4)N3[C@@](C)(C(=O)OC)[C@H]2C1=O	-7	0	-4	-11	4	10	-4	-0.6	-2	1
CCOC(=O)c1cccc(NC(=O)CCc2nc(-c3ccccc3F)no2)c1	10	3	7	17	-4	-21	1	0.3	6	-2
COc1ccc(CN(C)C(=O)CCc2ccc(S(=O)(=O)N3CCCCCC3)cc2)c(OC)c1	-9	1	3	8	2	2	4	0.3	8	7
NC(=O)c1ccc(NC(=O)COC(=O)CNC(=O)c2sc3ccccc3c2Cl)cc1	5	-3	-3	-8	-3	1	0	0.2	6	-1
Cc1cc(=O)oc2cc(OCCSc3nnc(-c4ccccc4)o3)ccc12	11	0	-6	-29	4	-4	-2	-0.3	-2	2
O=[N+]([O-])c1ccccc1OCCCNCc1ccccc1	-1	2	-2	-4	4	4	-1	-0.3	-5	3
Cc1ccc(CNS(=O)(=O)c2cc3c(cc2C)NC(=O)CO3)cc1	-17	-2	-1	-3	1	4	0	-0.2	-4	-3
Cc1cccc2sc(N(CCCN(C)C)C(=O)c3ccc(Cl)s3)nc12	6	1	0	5	0	-8	2	-0.6	1	-2
COc1ccc(N2CC(C(=O)Nc3ccc(S(=O)(=O)N4CCCC4)cc3)CC2=O)cc1 (centres undefined)	6	2	1	6	-6	-16	1	-0.2	12	-8
CC(C)OCC1CO1 (centres undefined)	-3	1	0	-8	-2	-9	-5	-0.8	3	-5
COc1ccc(-c2noc(C3CCCN(C(=O)Nc4ccc5c(c4)OCO5)C3)n2)cc1 (centres undefined)	.	3	4	7	1	2	2	0.3	.	-4
Cc1cc(C)c(S(=O)(=O)c2ccccc2C)c(Cl)n1	9	0	-2	0	-3	4	-2	-0.3	-12	-7
COC(=O)c1ccc(OCC(=O)NC2CCCCCC2)cc1	10	-1	7	-5	-6	-17	-4	-0.3	4	9
CCCNC(=O)c1ccc(N2CCC3(CC2)CC(c2cccc(Br)c2)=NO3)c(NC(=O)c2ccccc2)c1	8	-3	-2	3	2	2	-3	0.1	4	9
CC1=CC(=C(C#N)C#N)C=C(C)N1Cc1ccccc1	-7	2	4	2	0	-5	-2	0.8	-8	-7
COc1ccccc1N1CCN(C(=O)c2cc3c(s2)CCC3)CC1	-2	0	-6	1	0	7	4	0.2	-13	-1
Cc1ccc(CNc2ccc3c(c2)ncn3C(C)(C)C)cc1	-1	-10	-6	-14	6	17	4	-0.6	4	-4
COc1cc(CN2CCN(c3ccc(C)cc3)CC2)cc([N+](=O)[O-])c1O	-13	1	0	2	2	13	-1	0.0	11	10
COc1ccc(/C(C)=N/NC(=O)c2cccc(S(=O)(=O)N3CCCC3)c2)c(O)c1	-8	-61	-5	-28	2	8	-3	-6.4	3	2
CCC(=O)N1CCN(c2cc(C)ccc2C)CC1	0	-2	-3	-3	-3	-4	-1	-0.2	-6	2
CCN(CC)S(=O)(=O)c1ccc2oc(C(=O)N3CCOCC3)c(C)c2c1	0	-3	-4	-1	3	-8	0	-0.2	-8	4
O=C(O)CCNS(=O)(=O)c1ccc2c(c1)CCCC2	-11	-2	-7	-10	3	0	-8	0.1	-10	1
CCN1CCN(C(c2cc3cc4c(cc3[nH]c2=O)OCO4)c2nnnn2C(C)(C)CC)CC1 (centres undefined)	-4	-82	-390	i	1	6	-3	11	-4	7
COCCN(CCOC)C(=O)Nc1ccc(Cl)cc1	1	0	4	-8	-1	-20	-2	0.4	10	4
Cc1cccc(NC(=O)CN2NS(=O)(=O)c3ccccc3C2=O)c1	-8	1	-3	0	-1	1	3	0.4	-2	5
CCCn1c(SCC(=O)NCCc2ccccc2)nnc1C(C)C	6	-1	-5	-2	-1	4	2	-0.2	2	2
Cc1cc(NS(=O)(=O)c2ccc(NC(=O)Nc3ccccc3)cc2)no1	3	0	0	0	6	13	2	-0.2	9	-2
Oc1ccccc1CNCCCNCc1ccccc1O	-12	3	-5	-1	7	9	0	0.2	9	1
CCC(C)c1ccc(NC(=O)COC(=O)C2=COCCO2)cc1 (centres undefined)	9	-3	-3	3	3	12	-2	0.1	-2	3
NC(=O)c1ccccc1NC(=O)CCN1C(=O)c2ccccc2C1=O	-5	-1	-2	-8	-2	2	1	-1.1	4	-5
CCCCn1c(Nc2ccccc2)nc2ccccc21	1	1	2	-1	-1	4	-3	-0.3	3	-3
Cc1nc2ccc(S(=O)(=O)NCC(=O)N3CCc4ccccc4C3)cc2s1	-3	-1	5	1	-4	-12	0	0.1	4	-3
CSc1nnc(-c2sc3cc(C(F)(F)F)cnc3c2-c2cccnc2)n1C	-7	-40	-23	-67	-3	-2	4	0.3	5	-4
CC(C)(C)NC(=O)C(c1ccc(Cl)cc1)N(CCO)C(=O)c1snc(C(N)=O)c1N (centres undefined)	9	-41	-41	-119	-3	11	-1	2.8	0	0
COc1ccc(CNc2nc3c(c(=O)[nH]c(=O)n3C)n2CCCc2ccccc2)cc1	-12	-1	-3	-4	7	-3	-2	0.2	-4	-5
S=c1[nH]nc(-c2ccncc2)n1CC1CCCO1 (centres undefined)	-2	3	-1	-5	-6	3	-4	-0.8	8	7
COc1ccc(/C=C2\C(=N)N3N=C(CC(=O)N4CCCCC4)SC3=NC2=O)cc1	-1	-30	-11	-41	3	2	5	-0.1	-14	3

Compound profiles (already shown). Order of screens: ASAP1 inh	PLC-gamma1 inh	ADAM17 inh	ADAM10 inh	DDE Tn7 FP inh	TDP2 absorb	LEDGF integ inh	KLK7 zymogen act	ARFGAP1 inhibitor	Tn6 DDE FP
O=C(c1ccccc1)N1CCN(c2ccc([N+](=O)[O-])c(N3CCOCC3)c2)CC1 in the list: 1	1	-3	0	2	-1	2	-0.1	6	1
NNC(=S)Nc1ccccc1Cl in the list: -13	1	0	2	2	12	2	-0.7	0	-2
